Integrin act MD: integrin-mediated muscular dystrophy alleviation activation | alpha7betagal myoblasts, beta-gal FDG fluorescence, 48 h | Potency, µM (top dose mostly 38.3 µM), for the others: at the top dose activation, actives largely listed as activators | AID 624291 | actives 0.064% (n = 350,000);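 further: potency means the concentration at half of the fitted maximal effect; 100% = response of the positive control SU9516; nearly all actives have a fitted effect of over 60% in size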
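Alpha7betagal+/- myoblasts (passage 13) were plated 16-24 hr, then exposed to compounds (1:260 dilution of DMSO stock) for 48 hours at 37C. After MPER lysis, β-galactosidase reporter activity was read as FDG fluorescence (ex 480/em 540) after 30 minutes.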
MLL CXXC-DNA inh: inhibitors of human MLL CXXC domain-DNA interaction; actives 0.037% (n = 290,000); Potency, µM (titrated, usually from 115 µM), for the others: top-dose activity change, negative = inhibition, hits mostly inhibitors; MLL-CXXC / FITC-HOXA9 DNA fluorescence polarization; active means well fitted inhibition curve with a large enough effect in the polarisation, with a control signal flat, not every such curve was filed as active; inconclusive means small, poorly fitted or top-dose-only effect, or effect the other way, or a change in a side signal; inactive means no such curve, though single readings can be large or run the other way; the % refers to the polarisation; further: potency means the concentration at half of the fitted maximal effect
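Steps: dispense CXXC domain solution (7 uM) → pin compounds or unlabeled HOX-A9 DNA control → 5 min ambient → add FLSN-HOX-A9 solution (50 nM) → spin → 30 min ambient → fluorescence polarization. Tris pH 7.5/NaCl/DTT/BSA buffer.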
FBPA coupling cs: counter-screen for Giardia aldolase inhibitors: coupling enzyme system. coupling enzyme system counterscreen, AmpLite Red fluorescence. activity change, negative = inhibition, % at 58.2 µM, hits read low. actives 0.67% (n = 290,000); in the data active means activity change below about -30%; further: on the % scale 0 is the no-effect control and ±100 the full control effect
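Counterscreen lacking aldolase: glyceraldehyde-3-phosphate coupling-enzyme reagent preincubated 10 min at RT with compound (at 57.5 uM final), then substrate/coupling system with AmpLite Red added; fluorescence read at 525/598 nm after 20 min RT.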
KCNH2 3.1 inh: inhibitors of human KCNH2 3.1 potassium channel isoform. U2OS KCNH2 3.1, thallium flux FluxOr; active compounds read low. activity change, % (tested at about 1.8 µM). actives 0.95% (n = 340,000);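 active means maximum activity change below -70%; inconclusive means maximum activity change from -70% to -50%; inactive means maximum activity change above -50%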;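 further: thallium influx rate constant from kinetic fluorescence after stimulation buffer; on the % scale 0 is the no-effect control and ±100 the full control effect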
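Thallium flux read-out: FluxOr dye with Red40 quencher in HBSS/HEPES, 45 min at RT. Rate constants from kinetic reads were normalized to positive and negative DMSO controls. Cells: U2OS virally expressing the 3.1 isoform.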
KCNH2 WT inh: KCNH2 (human, wildtype) channel inhibition. U2OS, BacMam KCNH2, thallium flux FluxOr; active compounds read low. activity change, % at 1.84 µM. actives 0.37% (n = 340,000);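 active means maximum activity change below -70%; inconclusive means maximum activity change between -70% and -50%; inactive means maximum activity change above -50%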; further: on the % scale 0 is the no-effect control and ±100 the full control effect
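U2OS cells transduced with wild-type KCNH2 virus are loaded with FluxOr dye for 45 min, and thallium flux is measured in kinetic reads before and after stimulation buffer. Rate constants are normalized to DMSO controls.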
TRPV1 agonist: activates the human vanilloid receptor TRPV1. Q8NER1. TRPV1-expressing cells, Fluo-8 calcium influx, agonist mode. activation, % at 8.33 µM. actives 0.19% (n = 320,000). AID 540275; in the data active means activation above about 80%; inconclusive means between about 30% and that limit; further: 0% is about no effect
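Cells expressing TRPV1 were dye-loaded with Fluo-8 and read kinetically: 10 s baseline, 3 min after compound (agonist portion), then 2 min after EC20 capsaicin (allosteric enhancer portion). Calcium-bound dye fluorescence at 480/520 nm.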
GALK inhibitor: galactokinase (human) inhibition; actives 0.007% (n = 270,000); P51570; Purified GALK, Kinase-Glo residual ATP luminescence; Potency, µM (highest dose often 57.5 µM), inactives show top-dose activity change, negative = inhibition, usual class: inhibitors; further: potency means the concentration at half of the fitted maximal effect; on the % scale 0 is the no-effect control and ±100 the full control effect
Target sequence (P51570 whole entry, looked up): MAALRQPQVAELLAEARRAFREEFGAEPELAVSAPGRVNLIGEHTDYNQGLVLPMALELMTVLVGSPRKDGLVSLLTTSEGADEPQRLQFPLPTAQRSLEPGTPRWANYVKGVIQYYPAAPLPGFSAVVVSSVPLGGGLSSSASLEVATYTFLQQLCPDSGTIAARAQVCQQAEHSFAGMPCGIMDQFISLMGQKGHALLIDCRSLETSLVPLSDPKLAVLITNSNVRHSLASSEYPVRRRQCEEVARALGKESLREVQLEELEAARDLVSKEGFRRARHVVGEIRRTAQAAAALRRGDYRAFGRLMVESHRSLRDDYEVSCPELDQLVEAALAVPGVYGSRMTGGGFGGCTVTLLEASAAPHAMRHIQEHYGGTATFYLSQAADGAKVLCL
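GALK at 5 nM final was combined with compound, 35 uM ATP and 100 uM galactose in HEPES pH8.0 with MgCl2 and DTT. The reaction ran one hour at room temperature before luminescent ATP detection.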
A-T KAP1 phos: candidate therapy for ataxia-telangiectasia; Potency, µM (top dose mostly 57.5 µM), for the others: at the top dose activation, usual class: activators; AID 485349; […] A-T fibroblasts, KAP-1 phosphorylation AlphaLISA; neocarzinostatin DNA damage 30 min before lysis; actives 0.19% (n = 320,000); further: potency means the concentration at half of the fitted maximal effect; % of control where 0% means no effect; nearly all actives have a fitted effect of over 45% in size
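ATM-like activity read as KAP-1 phosphorylation via AlphaLISA donor/acceptor antibody pairs after lysis and 6 hr at 25C. Cells were ATM-null patient fibroblasts ([…], hTERT), dosed 60 min, then exposed to the DSB inducer NCS for 30 min.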
S-ASM inh: blocks human secretory acid sphingomyelinase; P17405; placental ASM, HMU-PC fluorogenic substrate, 60 min; Potency, µM (doses to about 57.5 µM), for inactives: top-dose activity change, negative = inhibition, hits mostly inhibitors; actives 0.006% (n = 340,000); AID 504937; further: potency means the concentration at half of the fitted maximal effect
Target sequence (P17405 47-631 limits assumed): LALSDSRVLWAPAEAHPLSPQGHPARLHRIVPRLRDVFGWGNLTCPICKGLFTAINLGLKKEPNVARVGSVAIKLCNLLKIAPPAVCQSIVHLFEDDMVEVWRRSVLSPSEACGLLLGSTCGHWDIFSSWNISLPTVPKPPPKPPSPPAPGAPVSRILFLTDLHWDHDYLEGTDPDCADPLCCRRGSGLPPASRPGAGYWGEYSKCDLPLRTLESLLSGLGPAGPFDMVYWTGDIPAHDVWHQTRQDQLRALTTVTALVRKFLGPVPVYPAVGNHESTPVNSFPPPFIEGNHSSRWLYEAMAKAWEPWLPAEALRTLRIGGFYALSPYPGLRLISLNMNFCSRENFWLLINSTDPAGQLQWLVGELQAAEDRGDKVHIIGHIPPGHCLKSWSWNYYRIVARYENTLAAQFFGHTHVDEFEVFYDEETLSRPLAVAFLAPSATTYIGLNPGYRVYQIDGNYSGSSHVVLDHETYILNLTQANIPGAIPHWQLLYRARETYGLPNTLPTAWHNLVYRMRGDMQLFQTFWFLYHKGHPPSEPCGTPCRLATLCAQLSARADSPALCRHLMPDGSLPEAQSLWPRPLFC
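Steps: dispense placental human ASM, pin compound, wait 10 min at room temperature, add HMU-PC0 substrate at 9 uM final, incubate 60 min at 37 °C, add stop solution raising pH to 10, read fluorescence.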
MBNL1-CUG inh: inhibitors of human MBNL1 binding to CUG repeat RNA | Potency, µM (top dose mostly 57.5 µM), for inactives: at the highest dose activity change, negative = inhibition, usual class: inhibitors | AID 2675 | TR-FRET MBNL1-His/biotin-(CUG)12 binding, 665/545 ratio | Q9NR56 | actives 0.036% (n = 280,000); active means well fitted inhibition curve with a large enough effect in the signal ratio, with a control signal flat, not every such curve was filed as active; inconclusive means small, poorly fitted or top-dose-only effect, or effect the other way, or a change in a side signal; inactive means no such curve, though single readings can be large or run the other way; the % refers to the signal ratio; further: potency means the concentration at half of the fitted maximal effect; on the % scale 0 is the no-effect control and ±100 the full control effect
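Ratiometric TR-FRET (665 over 545 nm, excitation 340 nm) tracks disruption of MBNL1-His/biotin-(CUG)12 complex after 60 min at room temperature, with compounds at 92 nM to 58 uM final.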
Numbers without * were called inactive; ? = inconclusive; / = not tested or not shown; & = joins results of further samples; [ ] = dose if it differs, or a comment. Unless noted, the call rests on the fitted dose curve; in most records, active means well fitted curve in the direction sought with a large enough effect; inconclusive means small, poorly fitted or top-dose-only effect, or another doubt; inactive means no such curve, though single readings can be large; an effect the other way counts as inactive or inconclusive. Rows are unselected; about 2% have a hit in one of these screens.

SMILES	Integrin act MD	MLL CXXC-DNA inh	FBPA coupling cs	KCNH2 3.1 inh	KCNH2 WT inh	TRPV1 agonist	GALK inhibitor	A-T KAP1 phos	S-ASM inh	MBNL1-CUG inh
Cc1c(Cl)cnc(NC(=O)COC(=O)CCS(=O)(=O)c2ccccc2)c1Cl	-13%	-28%	-9	17	-5	0	-1%	-9%	34%[activator]	-26%
Cc1ccc(Cn2ccc(NC(=O)c3c(-c4ccccc4Cl)noc3C)n2)cc1	3%	-6%	1	1	0	2	0%	0%	-5%	-5%
COc1ccc(S(=O)(=O)NCc2cccnc2)cc1NC(=O)c1ccc(C)cc1	-15%	/	/	-9	-7	2	/	-8%	4%	/
Cc1ccc(/C=C/C(=O)OCC(=O)NC(C)c2ccccc2)o1 (stereo not given)	11%	/	/	18	-23	5	/	7%	5%	/
Cc1cc(Nc2cccc(Cl)c2)nc(N2CCOCC2)n1	-5%	7%	-3	-22	8	5	0%	1%	0%	?
CCOC(=O)CNC(=O)Cc1ccc(Cl)cc1	12%	7%	-1	-5	5	1	3%	-5%	2%	-11%
O=C(COC(=O)c1ccc([N+](=O)[O-])o1)Nc1ccc(F)cc1	-29%	/	/	7	-12	/	/	-1%	-2%	/
CNC(=O)CSc1nnc(-c2cnccn2)n1C	-3%	-11%	-3	-5	-12	-1	5%	4%	0%	2%
COc1ccc(NC(=O)C(c2ccccc2)c2ccccc2)cn1	4%	?	-2	/	0	-2	2%	4%	1%	-1%
CCc1c(O)nc(SC2CC(=O)N(c3ccccc3)C2=O)[nH]c1=O (stereo not given)	-2%	2%	3	-6	-2	-6	0%	-8%	0%	-9%
NC(=O)NCc1cccnc1	7%	-5%	1	10	-6	-2	2%	0%	-1%	-9%
CC(=O)N1[C@H](Cc2ccccc2)C=C[C@]1(C)C(=O)NCCN1CCOCC1	10%	-3%	2&1	0	2	-3	/	-2%	-1%	-2%

Whole records, quoted from the list. Values in the order: Integrin act MD, MLL CXXC-DNA inh, FBPA coupling cs, KCNH2 3.1 inh, KCNH2 WT inh, TRPV1 agonist, GALK inhibitor, A-T KAP1 phos, S-ASM inh, MBNL1-CUG inh
Listed for Cc1c(Cl)cnc(NC(=O)COC(=O)CCS(=O)(=O)c2ccccc2)c1Cl = -13%, -28%, -9, 17, -5, 0, -1%, -9%, 34%[activator], -26%
Listed for COc1ccc(NC(=O)C(c2ccccc2)c2ccccc2)cn1 = 4%, ?, -2, /, 0, -2, 2%, 4%, 1%, -1%
Listed for CCOC(=O)CNC(=O)Cc1ccc(Cl)cc1 = 12%, 7%, -1, -5, 5, 1, 3%, -5%, 2%, -11%
Listed for O=C(COC(=O)c1ccc([N+](=O)[O-])o1)Nc1ccc(F)cc1 = -29%, /, /, 7, -12, /, /, -1%, -2%, /

(cont.)
SMILES	Integrin act MD	MLL CXXC-DNA inh	FBPA coupling cs	KCNH2 3.1 inh	KCNH2 WT inh	TRPV1 agonist	GALK inhibitor	A-T KAP1 phos	S-ASM inh	MBNL1-CUG inh
CCOc1ccc(NC(=O)CN2CCN(CC(=O)Nc3ccc(F)cc3)CC2)cc1	-48%[inhibitor]	5%	-2	-89*	-92*	3	-4%	2%	-2%	-1%
COC(=O)c1cn(NC(=O)COc2ccc(Cl)cc2)c(=O)c2ccccc12	10%	-1%	-15	13	8	3	-1%	6%	4%	/
CC(C)(C)NC(=O)Cc1ccc(S(=O)(=O)N2CCCC2)s1	0%	12%	12	9	0	10	-4%	-5%	-3%	4%
CCc1cccc(Nc2cnn(C34C[C@@H]5C[C@@H](CC(CC(=O)O)(C5)C3)C4)c(=O)c2Cl)c1	9%	-2%	1	17	1	1	-1%	1%	-1%	20%
O=C(NNC(=O)c1ccc(F)cc1F)c1ccc(-n2cnnn2)cc1	43%	4%	/	-3	-9	1	-4%	9%	1%	4%
COc1ccc(S(=O)(=O)N2CCC(C(=O)Nc3cccc(Cl)c3)CC2)cc1OC	-30%	4%	1	0	9	19	-2%	2%	-4%	6%
O=S(=O)(Nc1nccs1)c1ccc(NS(=O)(=O)c2cccs2)cc1	5%	2%	3	8	-2	-4	-4%	-6%	-1%	7%
COc1ccc(Cl)cc1NC(=S)NC(=O)c1ccc2c(c1)OCO2	9%	/	/	-23	4	/	/	/	-1%	/
Cc1c(NS(=O)(=O)c2cc(C(=O)O)ccc2Cl)c(=O)n(-c2ccccc2)n1C	30%	-7%	1	12	6	1	11%	3%	1%	-11%
COc1cccc(SCc2noc(C(=O)NCCC(C)C)c2C(=O)NCCC(C)C)c1	-22%	/	/	-1	8	/	/	/	2%	/
Cc1ccc(S(=O)(=O)n2cc(C=O)c3ccccc32)cc1	13%	6%	1	18	/	-1	-1%	18%	-10%	/
CC(=O)c1c(C)[nH]c(C(=O)OCC(=O)Nc2ccccc2Cl)c1C	-7%	-2%	3	5	1	5	-2%	3%	-4%	0%

Gathered by group, the entries above containing fluorine.
SMILES	Integrin act MD	MLL CXXC-DNA inh	FBPA coupling cs	KCNH2 3.1 inh	KCNH2 WT inh	TRPV1 agonist	GALK inhibitor	A-T KAP1 phos	S-ASM inh	MBNL1-CUG inh
O=C(COC(=O)c1ccc([N+](=O)[O-])o1)Nc1ccc(F)cc1	-29%	/	/	7	-12	/	/	-1%	-2%	/
CCOc1ccc(NC(=O)CN2CCN(CC(=O)Nc3ccc(F)cc3)CC2)cc1	-48%[inhibitor]	5%	-2	-89*	-92*	3	-4%	2%	-2%	-1%
O=C(NNC(=O)c1ccc(F)cc1F)c1ccc(-n2cnnn2)cc1	43%	4%	/	-3	-9	1	-4%	9%	1%	4%

Carrying on:
SMILES	Integrin act MD	MLL CXXC-DNA inh	FBPA coupling cs	KCNH2 3.1 inh	KCNH2 WT inh	TRPV1 agonist	GALK inhibitor	A-T KAP1 phos	S-ASM inh	MBNL1-CUG inh
C/C=C/C=[N+](\[O-])C(C)/C(=N/O)c1ccc(F)cc1 (stereo not given)	1%	14%	9	3	7	0	0%	-4%	0%	-3%
CCOC(=O)c1c(C)[nH]c(C(=O)OC(C)C(=O)Nc2ccccc2OC)c1C (stereo not given)	-26%	27%	-1	-7	-10	6	-1%	4%	-2%	5%
COc1ccc(C(=O)N/N=C(\c2ccccc2)c2ccccn2)cc1	-44%	-4%	7	4	-3	?	0%	-2%	3%	/
CC(C)N(C)C1=CC(=O)C(N(C)C(C)C)=CC1=O	19%	/	/	-2	-4	/	/	/	-5%	/
COc1cccc(C(=O)NNC(=O)Cc2ccc(Cl)cc2)c1	-28%	7%	1	-3	-10	1	-1%	9%	2%	/
Cc1ccccc1C(=O)c1c[nH]c(C(=O)NCCCn2ccnc2)c1	5%	-4%	7	-2	-6	6	-1%	-4%	0%	-2%
O=c1cc(-c2ccccc2Cl)oc2c(Br)ccc(O)c12	13%	20%	-19&7	-5	-15	-1	/	-3%	-1%	311%[activator]
CCOC(=O)c1sc(N/N=C/c2ccccc2)nc1C	19%	4%	-5	-15	-6	3	-8%	3%	48%[activator]	?
Cc1cc(NC(=O)c2ccc(NC(=O)CC(C)C)cc2)no1	1%	3%	-1	-11	1	16	-1%	/	0%	-7%
Cc1nn(Cc2c(Cl)cccc2Cl)c(C)c1NC(=O)c1cn(-c2ccccc2)nc1-c1ccccc1	-48%[inhibitor]	0%	3	14	13	-1	1%	?	0%	?
O=C(C1CC1)N1N=C(c2ccncc2)CC1(O)C(F)(F)F (stereo not given)	5%	0%	6	8	5	-1	-2%	4%	10%	-2%
COCCn1c(N)c(N(Cc2ccccc2)C(=O)c2cc3ccccc3o2)c(=O)[nH]c1=O	-12%	-2%	4	1	11	-7	4%	-5%	4%	-9%
O=S(=O)(NCC(c1ccco1)N1CCN(c2ccc(F)cc2)CC1)c1ccc(F)cc1 (stereo not given)	16%	?	-5	-11	-4	2	1%	2%	0%	/
CCCCN(c1ccccc1)S(=O)(=O)c1cccc(C(=O)Nc2c(C)n(C)n(-c3ccccc3)c2=O)c1	2%	/	/	-25	2	/	/	/	-1%	/
COC(=O)/C(=C1/Oc2cc(C)oc(=O)c2S1)C(F)(F)F	-8%	-2%	0	3	1	-3	-3%	0%	-1%	13%
COc1cccc(C2N(c3ccc(Cl)c(Cl)c3)C(=O)C3CCCN32)c1OC (stereo not given)	-21%	-8%	-2	0	-6	?	1%	1%	-2%	-4%
O=C(C1CCN(S(=O)(=O)N2CCOCC2)CC1)N1CCN(c2ccccc2F)CC1	-11%	11%	0	-22	/	2	-2%	3%	1%	-2%
O=C(c1ccccc1O)N1N=C(C(F)(F)F)CC1(O)c1ccc([N+](=O)[O-])cc1 (stereo not given)	0%	-17%	-2	-43	-15	13	-2%	-2%	-12%	?
Cc1ccccc1-c1cc(=O)c2ccccc2o1	-19%	/	/	4	11	/	/	2%	0%	/
